From PubChem
ELG1 genotox – qHTS screen for small molecules that induce genotoxicity in human embryonic kidney (HEK293T) cells expressing luciferase-tagged ELG1. HEK293T ELG1-luciferase reporter, luminescence, 16 h. 330,000 tested, 1.3% active. AID 504466, 2011. Potency, µM (series often up to 46 µM), for the others: at the top dose activity change, positive = activation, most hits filed as activators; note: potency is the fitted concentration of half-maximal effect; % of control where 0% means no effect; nearly all actives have a fitted effect of over 60% in size
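Luminescence read-out: rising ELG1-luciferase signal, reflecting elevated ELG1 protein under genetic stress, flags genotoxic compounds. Cells were treated for 16 hr at 37 °C before ONE-Glo detection.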
BRCA1 expr act – qHTS Assay to Identify Small Molecule Activators of BRCA1 Expression; MCF7-BRCA1-FFLuc reporter, luminescence, 48 h; response scale: scaled: vehicle 0%, 10 µM genistein 100%; Potency, µM (series often up to 46.1 µM), inactives show top-dose activation, actives largely listed as activators; 380,000 tested, 1.1% active; AID 624202, 2012; note: potency is the fitted concentration of half-maximal effect; nearly all actives have a fitted effect of over 80% in size; some results filed as inactive show a strong effect at the top dose
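MCF7 cells carrying a BRCA1-firefly luciferase reporter (2000 cells/well, phenol-red free MEM) were attached for 2 h at 37 °C, then given compounds for 48 h. Luminescence was read 15 min after luciferase reagent; activity normalized to genistein (10 microM) and DMSO.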
FLuc counter – qHTS profiling assay for firefly luciferase inhibitor/activator using purifed enzyme and Km concentrations of substrates (counterscreen for miR-21 project) | purified FLuc, Km substrates, luminescence inhibition | Potency, µM (top dose mostly 57.5 µM), inactives show top-dose activity change, negative = inhibition, actives largely listed as inhibitors | 360,000 tested, 6.9% active | Luciferin 4-monooxygenase (Photinus pyralis), P08659;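 note: potency is the fitted concentration of half-maximal effect; plate controls were vehicle for no effect and reference inhibitor for full effect; nearly all actives have a fitted effect of over 55% in size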
Target sequence (P08659 whole entry, looked up): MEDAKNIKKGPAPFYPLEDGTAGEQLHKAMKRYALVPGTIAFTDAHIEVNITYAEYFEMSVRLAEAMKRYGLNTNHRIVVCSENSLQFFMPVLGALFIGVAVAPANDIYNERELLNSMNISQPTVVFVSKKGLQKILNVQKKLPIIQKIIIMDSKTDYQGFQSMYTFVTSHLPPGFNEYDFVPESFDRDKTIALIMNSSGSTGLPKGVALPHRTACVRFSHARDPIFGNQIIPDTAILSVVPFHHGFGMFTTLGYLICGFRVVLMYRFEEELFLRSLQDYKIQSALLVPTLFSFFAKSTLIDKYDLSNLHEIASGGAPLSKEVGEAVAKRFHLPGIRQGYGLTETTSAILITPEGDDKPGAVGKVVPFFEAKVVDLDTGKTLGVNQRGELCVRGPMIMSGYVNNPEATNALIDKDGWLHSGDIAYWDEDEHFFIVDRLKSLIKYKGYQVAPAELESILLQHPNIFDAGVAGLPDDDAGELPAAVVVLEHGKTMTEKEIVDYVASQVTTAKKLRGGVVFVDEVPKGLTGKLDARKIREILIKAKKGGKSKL
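Purified P. pyralis luciferase (10nM final) with 10uM D-luciferin and 10uM ATP (Km levels) in 50mM Tris acetate pH 7.5, 10mM Mg acetate, 0.01% Tween-20, 0.05% BSA; qHTS 6-point titration, ~60 µM downward; luminescence read.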
Menin MLL FP TR – qHTS Assay for Inhibitors Targeting the Menin-MLL Interaction in MLL Related Leukemias: Competition With Texas Red Labeled MLL-derived Mutant Peptide | AID 1768, 2009 | 270,000 tested, 0.23% active | Potency, µM (top dose mostly 61.6 µM), without a hit: at the highest dose FP activity change, negative = inhibition, actives largely listed as inhibitors | Menin + Texas Red MLL mutant peptide, fluorescence polarization | O00255; active = well fitted inhibition curve with a large enough effect in the polarisation, with a control signal flat, not every such curve was filed as active; inconclusive = small, poorly fitted or top-dose-only effect, or effect the other way, or a change in a side signal; inactive = no such curve, though single readings can be large or run the other way; the % refers to the polarisation; note: potency is the fitted concentration of half-maximal effect; % of control where 0% means no effect; many of its hits are not listed in these tables
RORg inh – qHTS for inhibitors of ROR gamma transcriptional activity | Nuclear receptor ROR-gamma (Mus musculus), P51450 | Drosophila S2 Gal4-RORgamma UAS-luciferase reporter, 20 h | Potency, µM (titrated, usually from 53.6 µM), without a hit: at the top dose activity change, negative = inhibition, usual class: inhibitors | 310,000 tested, 5.4% active | AID 2551, 2010; note: potency is the fitted concentration of half-maximal effect; % is set by controls: 0 for no effect and ±100 for the full control effect; nearly all actives have a fitted effect of over 60% in size
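Read-out: Photinus luciferase luminescence; inhibitors lower reporter signal. Insect Schneider cells with Gal4-ROR gamma fusion under metallothionein promoter, UAS reporter; 700 uM final copper sulfate induction, 20 hr, ambient temperature.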
Giardia kill – Small Molecules that selectively kill Giardia lamblia: qHTS. activity change, % at 7.66 µM, hits read low. Giardia lamblia trophozoite viability. AID 540267, 2011. 340,000 tested, 0.15% active; in the data active = activity change below about -80%; inconclusive = between about -30% and that limit;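 note: parasites exposed to compound for two days anaerobically before the ATP read; % is set by controls: 0 for no effect and ±100 for the full control effect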
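Luminescence from cellular ATP indicates surviving trophozoites (100 cells/well) following 48 hrs anaerobic compound treatment at 37 deg C; signal develops 15-30 min at room temperature.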
NPC1 promoter act – qHTS Assay for NPC1 Promoter Activators; Huh7 NPC1 promoter luciferase reporter, 24 h; Potency, µM (series often up to 9.22 µM), for the others: at the highest dose activation, usual class: activators; 320,000 tested, 2.4% active;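 note: potency is the fitted concentration of half-maximal effect; % of control where 0% means no effect; nearly all actives have a fitted effect of over 60% in size; reporter is driven by a mutant NPC1 promoter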
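Stably transfected Huh7 (NPC1 promoter→luciferase), 1500 cells/well in Opti-MEM + 10% FBS, 2 h settle, then compound 24 h at 37 °C. Luminescence after 10 min with Amplite reagent.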
PKM2 activator – qHTS Assay for Activators of Human Muscle isoform 2 Pyruvate Kinase; Pyruvate kinase PKM (Homo sapiens), P14618; purified PKM2, Kinase-Glo ATP luminescence, activation; response scale: 0% is enzyme alone, no compound; Potency, µM (series often up to 57.5 µM), for the others: top-dose activation, hits mostly activators; 260,000 tested, 0.34% active; AID 1631, 2009; note: potency is the fitted concentration of half-maximal effect; % is set by controls: 0 for no effect and ±100 for the full control effect; nearly all actives have a fitted effect of over 55% in size
Target sequence (P14618 whole entry, looked up, canonical isoform): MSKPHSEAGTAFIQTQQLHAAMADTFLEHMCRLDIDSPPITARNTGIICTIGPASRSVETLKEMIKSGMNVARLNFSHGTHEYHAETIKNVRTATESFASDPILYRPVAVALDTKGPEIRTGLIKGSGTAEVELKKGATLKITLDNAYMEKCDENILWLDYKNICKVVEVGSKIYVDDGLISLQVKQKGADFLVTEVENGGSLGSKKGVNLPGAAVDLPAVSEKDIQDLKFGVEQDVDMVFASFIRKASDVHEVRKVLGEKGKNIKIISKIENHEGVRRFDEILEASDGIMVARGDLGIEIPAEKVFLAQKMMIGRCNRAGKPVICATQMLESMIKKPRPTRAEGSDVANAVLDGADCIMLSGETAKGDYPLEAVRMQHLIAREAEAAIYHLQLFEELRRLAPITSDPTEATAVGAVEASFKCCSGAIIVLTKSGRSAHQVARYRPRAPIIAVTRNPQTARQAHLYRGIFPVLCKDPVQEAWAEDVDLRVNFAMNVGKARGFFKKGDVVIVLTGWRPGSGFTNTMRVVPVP
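Purified hPK-M2 (>95% pure) converted ADP (0.1 mM final) to ATP with 0.5 mM PEP in 50 mM imidazole pH7.2, KCl, MgCl2, Tween 20, BSA; 1 h at room temperature. ATP detected by Kinase-Glo luminescence.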
Rab9 prom act – qHTS Assay for Rab9 Promoter Activators | Huh7 Rab9 promoter-luciferase reporter, luminescence, 24 h | Potency, µM (top dose mostly 9.22 µM), for inactives: at the highest dose activation, negative = inhibition, most hits filed as activators | 320,000 tested, 2.8% active | AID 485297, 2010; note: potency is the fitted concentration of half-maximal effect; % of control where 0% means no effect; nearly all actives have a fitted effect of over 60% in size
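Measured in stably transfected Huh7 cells bearing a Rab9 promoter–luciferase construct: 24 h compound treatment at 37 °C, followed by luminescence detection.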
VP16 counter – VP16 counterscreen qHTS for inhibitors of ROR gamma transcriptional activity; Potency, µM (top dose mostly 53.6 µM), for the others: at the top dose activity, negative = inhibition, usual class: inhibitors; 310,000 tested, 3.5% active; Drosophila S2 Gal4-VP16 UAS-luciferase, luminescence, 20 h;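 note: Gal4-VP16 expression switched on by copper sulfate through the metallothionein promoter; potency is the fitted concentration of half-maximal effect; % is set by controls: 0 for no effect and ±100 for the full control effect; nearly all actives have a fitted effect of over 50% in size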
p53 reactivator – qHTS assay for re-activators of p53 using a Luc reporter; H1299 p53-A138V BP100-luciferase reporter, luminescence, 24 h; Potency, µM (top dose mostly 92.2 µM), for the others: top-dose activity change, positive = activation, most hits filed as activators; 320,000 tested, 0.063% active; note: potency is the fitted concentration of half-maximal effect; % of control where 0% means no effect; nearly all actives have a fitted effect of over 45% in size
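H1299 (p53-null), stable ts p53-A138V + BP100-Luc; 1000 cells/well, Opti-MEM/10% FBS; cpd 4 pt, 1:5; 24 h, 37 deg C, 5% CO2; detection reagent 10 min RT; luminescence.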
* = called active by the depositor; ? = inconclusive; / = no result given; [ ] = remark or other dose. Unless noted, calls come from the whole dose curve; as a rule, active = well fitted curve in the direction sought with a large enough effect; inconclusive = small, poorly fitted or top-dose-only effect, or another doubt; inactive = no such curve, though single readings can be large; an effect the other way counts as inactive or inconclusive.

SMILES	ELG1 genotox	BRCA1 expr act	FLuc counter	Menin MLL FP TR	RORg inh	Giardia kill	NPC1 promoter act	PKM2 activator	Rab9 prom act	VP16 counter	p53 reactivator
CC1CN(C(=O)c2cccc(S(=O)(=O)Nc3ccc(Cl)cc3)c2)CC(C)O1 (configuration not stated)	-4.8%	-4.7%	-4.5%	6.7%	-7.0%	-29.5	-7.9%	-3.1%	-1.9%	6.2%	-1.9%
CCN(CC)c1ccc(/C=N/NC(=O)c2cccc(S(=O)(=O)Nc3ccccc3OC)c2)cc1	-0.7%	4.9%	-20.0%	?	6.31µM*	-3.0	-0.7%	-4.0%	0.1%	8.91µM*	5.0%
Nc1ncc(Br)cc1S(=O)(=O)NCCC(=O)N1CCN(c2ncccn2)CC1	-1.7%	-3.8%	5.8%	10.8%	14.7%	-10.9	0.3%	0.7%	1.9%	-0.9%	1.4%
Cc1ccc(NC(=O)CN(C)C(=O)COc2c(Cl)cc(Cl)c3ccc(C)nc23)cc1	1.1%	-28.2%	-0.8%	-12.6%	44.3%	-10.4	-1.0%	-8.8%	0.1%	1.0%	22.9%
O=C(CSc1ccc(Cl)cc1)Nc1ccc(N2CCN(c3ccccc3)CC2)c(F)c1	1.7%	-5.7%	11.2%	?	-3.1%	-0.9	2.7%	-0.3%	1.4%	-8.6%	1.0%
COc1cccc(C(=O)Nc2cccc(NC(=O)c3cccs3)c2)c1	-1.5%	16.9%	21.3µM*	13.9%	/	-20.9	0.6%	0.2%	0.3%	/	/
CC1CN(C(=O)c2ccccc2Sc2ccccc2C#N)CC(C)O1 (configuration not stated)	0.1%	-5.6%	-1.8%	-1.3%	23.1%	2.6	-2.9%	-6.5%	7.6%	6.2%	3.6%
Cc1ccc(C(C)NC(=O)c2cc3cc(Br)ccc3oc2=N)cc1 (configuration not stated)	-10.2%	-7.1%	-5.9%	/	15.6%	-14.2	-5.6%	0.9%	4.4%	1.9%	-8.0%
COc1ccc(CCNc2nc3c(c(=O)n(C)c(=O)n3C)n2C)cc1OC	-2.3%	-19.9%	-1.5%	15.2%	-14.1%	-11.8	-1.8%	0.6%	-1.4%	-5.6%	-12.8%
CNC(=O)N(O)C1N(/N=C/c2ccc(N(C)C)cc2)C(=S)SC1(C)C (configuration not stated)	0.4%	50.7%	0.0%	5.3%	10.0%	-1.1	0.0%	/	-9.3%	7.2%	1.0%
O=C(CCl)Nc1cccc(S(=O)(=O)NC2=NCCC2)c1	-15.1%	-70.1%	-0.1%	/	?	-2.9	-13.2%	-2.8%	-14.3%	?	-13.5%
COc1ccc(S(=O)(=O)c2snnc2C)cc1	0.3%	-6.8%	-1.3%	-0.3%	17.1%	16.4	-4.0%	/	1.9%	3.8%	13.2%
COc1ccc(CC(=O)N2CCc3ccccc3C2)cc1	9.8%	56.3%	?	-20.1%	23.6%	-7.6	-5.2%	/	-0.5%	26.1%	15.5%
COC(=O)C(Cc1ccc(O)cc1)NC(=O)CCc1nc2ccccc2s1 (configuration not stated)	-0.3%	-32.0%	-6.9%	-10.8%	0.9%	12.6	2.1%	/	12.0%	7.1%	7.9%
Cc1cc(C(=O)N2CCN(Cc3ccc4c(c3)OCO4)CC2)on1	0.7%	35.1%	0.3%	-0.1%	60.1%	4.3	-8.6%	-0.4%	1.3%	-4.3%	-5.5%
CCCCn1c(N)c(N(CCOC)C(=O)CC(NC(=O)c2ccccc2)c2ccccc2)c(=O)[nH]c1=O (configuration not stated)	-7.4%	-8.9%	0.4%	/	/	0.7	-2.9%	/	13.1%	/	0.5%
CNC(=O)NC(=O)CSc1ccc(S(=O)(=O)N(C)C2CCCCC2)cn1	0.3%	-15.7%	3.3%	/	/	-4.5	0.1%	/	-3.6%	/	-5.6%
COC(=O)c1cc(OC)c(OC)cc1NCC(=O)Nc1ccc(C)cc1	0.1%	-28.5%	-8.8%	-4.1%	63.5%	-9.0	0.6%	-5.5%	1.7%	-6.2%	-3.0%
O=C(NCCC1=CCCCC1)c1c(O)nc2sccn2c1=O	-0.8%	-41.8%	-1.6%	/	/	-4.0	13.2%	/	-5.1%	/	7.1%
CCc1n[nH]c(=O)c2cc3cc(OC)ccc3n12	?	-15.2%	?	-27.8%	5.0%	-5.4	-2.5%	/	1.7%	4.7%	4.8%

Entries from the list above containing bromine:
SMILES	ELG1 genotox	BRCA1 expr act	FLuc counter	Menin MLL FP TR	RORg inh	Giardia kill	NPC1 promoter act	PKM2 activator	Rab9 prom act	VP16 counter	p53 reactivator
Nc1ncc(Br)cc1S(=O)(=O)NCCC(=O)N1CCN(c2ncccn2)CC1	-1.7%	-3.8%	5.8%	10.8%	14.7%	-10.9	0.3%	0.7%	1.9%	-0.9%	1.4%
Cc1ccc(C(C)NC(=O)c2cc3cc(Br)ccc3oc2=N)cc1 (configuration not stated)	-10.2%	-7.1%	-5.9%	/	15.6%	-14.2	-5.6%	0.9%	4.4%	1.9%	-8.0%

(next part)
SMILES	ELG1 genotox	BRCA1 expr act	FLuc counter	Menin MLL FP TR	RORg inh	Giardia kill	NPC1 promoter act	PKM2 activator	Rab9 prom act	VP16 counter	p53 reactivator
CC(Oc1cccc(Cl)c1)C(=O)Nc1ccc(S(=O)(=O)Nc2ncccn2)cc1 (configuration not stated)	-0.3%	-9.5%	0.8%	/	/	3.5	-0.4%	/	-3.2%	/	2.6%
CCNC(=O)COc1cc(C)c(Cl)c(C)c1	2.3%	1.0%	-1.9%[2.3 µM]	24.0%	-2.4%	-11.9	-2.0%	1.0%	0.2%	-0.5%	-2.1%
O=C(COC(=O)c1ccco1)NC(c1ccccc1)c1ccccc1	8.1%	-24.1%	-9.3%	-13.8%	-0.6%	7.4	-2.7%	-5.2%	1.1%	-17.4%	-4.0%
O=C(COC(=O)CNC(=O)c1ccccc1)Nc1ccc(Cl)cc1C(F)(F)F	-0.2%	-0.6%	-0.4%	8.6%	0.7%	12.5	0.0%	-2.9%	-5.0%	1.0%	4.8%
COc1ccccc1N1CCN(C/C(C)=C/c2ccccc2)CC1	-6.7%	0.0%	-2.7%[2.3 µM]	?	18.9%	1.9	-0.7%	3.4%	-2.5%	-7.3%	-6.8%
Cc1ccc(-n2[nH]c(C)c(C=Nc3ccc(S(=O)(=O)Nc4nccs4)cc3)c2=O)cc1	3.6%	/	?	?	18.6%[10 µM]	/	-0.9%	-28.0%	-1.8%	10.4%	6.5%
O=C(NCCN1C(=O)S/C(=C\c2ccc(Cl)c(Cl)c2)C1=O)C1COc2ccccc2O1 (configuration not stated)	-5.2%	7.8%	-1.0%	9.8%	16.4%	6.9	-9.5%	-2.3%	-4.6%	3.2%	-3.0%
CCOC(=O)c1c(NC(=O)CSc2nnc3ccccn23)sc2c1CCC2	-0.8%	-30.3%	-0.2%	1.3%	?	15.8	-3.5%	-1.2%	-6.4%	-4.0%	-0.4%
Cc1ccc2nc(SCc3ccccc3)c(C=O)c(=O)n2c1	3.1%	-20.2%	-0.2%	-14.8%	0.4%	3.6	1.8%	0.5%	7.9%	-0.1%	-1.0%
CCNCCNC(=O)c1c(O)c2c([nH]c1=O)CCCC2	1.9%	-1.1%	1.2%	3.0%	8.1%	-3.0	1.6%	-1.0%	-4.7%	-1.5%	?
CCN1N=C(C)C=C(c2ccccc2)n2c1nc1ccccc12	-6.4%	-1.2%	2.2%	/	-12.6%	4.8	-5.7%	-1.0%	-9.0%	-1.9%	-3.4%
CN(C)CCCn1c(=O)n(Cc2ccccc2)c(=O)c2c3c(sc21)CCCCC3	-5.4%	-31.3%	0.2%	?	-20.1%	9.7	-2.0%	/	1.5%	-8.0%	-9.4%
COc1ccc(CNC(=O)CN(C(=O)Cn2nnc(-c3ccccc3F)n2)c2ccc(C)cc2)cc1	-10.4%	2.8%	1.9%	-1.8%	-4.4%	-7.5	-1.6%	5.1%	-4.4%	-2.1%	0.8%

A portion of the library. The share of hits here may be higher or lower than overall.
